D2 potentiator: positive allosteric modulators of human D2 dopamine receptor; P14416; HEK293 T-REx D2, calcium flux, EC20 dopamine potentiation; potentiation, % at 10 µM; 0.34% of 340,000 active;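 active = potentiation over 3 SD above the plate norm, cut at about 30% in these data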; also: 0% is about no effect
Target sequence (P14416 whole entry, looked up): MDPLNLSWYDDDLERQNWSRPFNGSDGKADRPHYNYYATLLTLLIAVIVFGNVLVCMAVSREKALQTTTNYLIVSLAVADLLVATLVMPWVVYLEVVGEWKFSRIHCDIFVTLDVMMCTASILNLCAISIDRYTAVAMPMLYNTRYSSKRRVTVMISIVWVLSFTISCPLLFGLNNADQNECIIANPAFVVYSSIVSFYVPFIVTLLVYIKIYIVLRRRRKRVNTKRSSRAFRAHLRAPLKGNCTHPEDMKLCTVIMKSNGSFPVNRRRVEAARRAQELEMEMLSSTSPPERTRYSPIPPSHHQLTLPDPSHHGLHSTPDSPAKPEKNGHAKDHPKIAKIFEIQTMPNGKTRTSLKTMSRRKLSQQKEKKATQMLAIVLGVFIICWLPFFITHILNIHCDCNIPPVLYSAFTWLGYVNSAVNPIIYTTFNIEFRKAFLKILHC
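Potentiation of an EC20 dopamine calcium response measured kinetically over 180 s, after a preceding 180 s compound-only read flagging agonists. Cells: inducible Hek293 Trex D2 line, 4000/well, cultured overnight at 30 C before dye loading.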
RXFP1 antagonist: blocks the human relaxin receptor RXFP1 | HEK293-RXFP1, relaxin-stimulated cAMP HTRF, 30 min; hits give low values | Q9HBX9 | activity change, negative = inhibition, % at 57.5 µM | 0.59% of 350,000 active;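 active = activity change of -60% or lower, but not beyond a set lower limit; inconclusive = change between -60% and -40%, or beyond the set limit; inactive = change above -40%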; also: % is scaled to controls: 0 for no effect and ±100 for the full control effect
GRP78 ERSR act: ER stress response induction in glioma. U87-MG GRP78 promoter luciferase reporter, 16 h. Potency, µM, for the others: at the highest dose activation, most hits filed as activators. 0.02% of 420,000 active. AID 602332; also: potency is read from the fitted curve at half-maximal effect; series mostly up to about 76 µM; % of control where 0% means no effect; nearly all actives have a fitted effect of over 35% in size
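Stably transfected U87-MG glioma cells carrying a GRP78-based luciferase sensor; 16 h compound incubation. Luminescence end-point read 10 min after Bright-Glo addition at room temperature.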
Vif-APOBEC3G blk: Vif-A3G binding inhibition; HeLa A3G-eYFP + Vif (tagged APOBEC3G with the HIV-1 protein that degrades it), YFP fluorescence, overnight; Potency, µM (highest dose often 46.1 µM), for inactives: top-dose activity, negative = active, actives largely listed as inhibitors; 0.076% of 410,000 active; AID 602310;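 also: potency is read from the fitted curve at half-maximal effect; % is scaled to controls: 0 for no effect and ±100 for the full control effect; nearly all actives have a fitted effect of over 60% in size; hits raise eYFP signal because A3G escapes Vif-driven loss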
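HeLa cells stably expressing Vif and C-terminally eYFP-tagged A3G, seeded overnight at 37 deg C, then exposed to compound by pintool overnight at 37 deg C. Rise in yellow fluorescence (Ex 488/Em 500-530, Acumen) marks blocked Vif-driven A3G degradation.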
Vif-APOBEC3F blk: Vif-A3F binding inhibition; HeLa A3F-eYFP + Vif (tagged APOBEC3F with the HIV-1 protein that degrades it), YFP fluorescence increase; Potency, µM (highest dose often 46.1 µM), without a hit: at the highest dose activity, negative = active; 0.2% of 390,000 active; AID 602313; also: potency is read from the fitted curve at half-maximal effect; % of control where 0% means no effect; nearly all actives have a fitted effect of over 65% in size
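HeLa cells stably expressing A3F-eYFP plus Vif, plated and incubated overnight at 37 deg C, then exposed to compounds overnight at 37 deg C. Blocked degradation read as raised yellow fluorescence (Ex 488/Em 500-530).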
D1 potentiator: enhances dopamine response at the human D1 receptor | P21728 | HEK293 TREx D1 cells, calcium flux, dopamine EC20 potentiation | potentiation, % at 10 µM | 0.036% of 360,000 active | AID 504651; in the data active = potentiation above about 30%; also: 0% is about no effect
Target sequence (P21728 whole entry, looked up): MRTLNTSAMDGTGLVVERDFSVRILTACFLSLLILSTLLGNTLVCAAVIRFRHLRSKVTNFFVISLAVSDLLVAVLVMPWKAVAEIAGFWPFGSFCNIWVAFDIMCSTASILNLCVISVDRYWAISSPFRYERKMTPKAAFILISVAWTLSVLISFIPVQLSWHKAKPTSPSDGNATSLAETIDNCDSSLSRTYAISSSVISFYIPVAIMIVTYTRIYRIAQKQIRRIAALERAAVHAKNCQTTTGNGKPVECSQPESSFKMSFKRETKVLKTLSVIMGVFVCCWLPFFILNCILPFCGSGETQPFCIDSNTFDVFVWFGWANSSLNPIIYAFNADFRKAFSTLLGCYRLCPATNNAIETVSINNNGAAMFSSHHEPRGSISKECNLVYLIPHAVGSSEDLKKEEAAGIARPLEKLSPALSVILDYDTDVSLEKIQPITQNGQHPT
D1 agonist: human D1 receptor agonism | P21728 | HEK293 T-REx D1 cells, calcium flux, agonist mode | activation, % at 2 µM | 1% of 360,000 active; in the data active = activation above about 30%; also: 0% is about no effect
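Agonism was scored from calcium flux recorded over 180 s (1 read/s) after pintool compound addition, following a 10-cycle baseline. Cells were inducible force-coupled HEK293 TREx D1, plated overnight at 30 C and loaded with no-wash calcium dye.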
D1 antag: human D1 dopamine receptor antagonism. P21728. HEK293 TREx D1 cells, calcium flux, dopamine EC80; hits give low values. activity change, negative = inhibition, % at 10 µM. 3.2% of 360,000 active. AID 504652; in the data active = activity change below about -30%; also: % is scaled to controls: 0 for no effect and ±100 for the full control effect
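Cells carrying a force-coupled, tetracycline-inducible human D1 receptor report calcium flux. Each well gets a 10 s baseline, compound with 180 s monitoring, then an EC80 dopamine stimulus with a second 180 s kinetic read.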
RXFP1 ag: RXFP1 (human) receptor agonism; Q9HBX9; HEK293T-RXFP1 cAMP TR-FRET, 30 min; response scale: percent of porcine relaxin response, buffer zero; Potency, µM (doses to about 57.5 µM), inactives show at the highest dose activation, most hits filed as activators; 0.3% of 370,000 active; also: potency is read from the fitted curve at half-maximal effect; % is scaled to controls: 0 for no effect and ±100 for the full control effect; nearly all actives have a fitted effect of over 60% in size; many of its hits are not listed in these tables
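cAMP rise read by TR-FRET after 30 min, 37C compound exposure (up to 58 uM) in RXFP1-transfected HEK293 cells with Ro 20174 present. EC50 from Hill-equation fits, with 29 nM porcine relaxin as 100% and buffer as basal.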
Active calls of the source: *; u = inconclusive; x = not tested or not shown; & = joins results of further samples. Unless noted, calls follow the shape of the dose curve; as a rule, active = well fitted curve in the direction sought with a large enough effect; inconclusive = small, poorly fitted or top-dose-only effect, or another doubt; inactive = no such curve, though single readings can be large; an effect the other way counts as inactive or inconclusive. This is a subset; rates above refer to the full screens.

nr	SMILES	D2 potentiator	RXFP1 antagonist	GRP78 ERSR act	Vif-APOBEC3G blk	Vif-APOBEC3F blk	D1 potentiator	D1 agonist	D1 antag	RXFP1 ag
1	Cc1ccc(S(=O)(=O)N2CCN(C(=O)COC(=O)CCOc3cc(C)ccc3C)CC2)cc1	-4.4	-5.8	-4.1%	-3.5%	-13.9%	-6.0	26.7	-17.0	-0.4%
2	CCN1CCCC1CN(Cc1cc2ccc(C)cc2[nH]c1=O)C(=S)Nc1cccc(OC)c1 (stereo not drawn)	-25.3	1.7	-0.3%	1.9%	5.1%	4.7	-1.2	-0.9	0.2%
3	COC(=O)CC1NCCc2cc(OC)c(OC)cc21 (stereo not drawn)	-3.5	1.7	-0.5%	-0.7%	-1.5%	-1.5	1.7	-2.6	1.9%
4	Cc1nc2cc(NC(=O)CS(=O)(=O)c3ccc(F)cc3)ccc2s1	-2.1	-14.5	1.4%	1.8%	-23.2%	3.2	2.2	7.9	-0.8%
5	O=C(CSc1n[nH]c(-c2cccs2)n1)N1CCN(S(=O)(=O)c2ccc3ccccc3c2)CC1	1.9	-10.5	-1.4%	0.9%	-3.0%	-5.0	2.7	-8.5	-1.1%
6	COc1ccccc1OCC(=O)Nc1ccc(N2CCCCC2)cc1	-0.1	3.7	4.2%	6.2%	1.9%	-0.7	1.0	-6.7	1.5%
7	COC(=O)CCCC1=CC2=CC(=O)C(C)(OC(=O)c3cccs3)C(=O)C2=CN1Cc1ccco1 (stereo not drawn)	-8.7	x	2.5%	-6.5%	-0.8%	3.8	0.7	18.7	-1.8%
8	CCCCn1cc(S(=O)(=O)c2ccc(C)c(C)c2)c(=O)c2cc(F)c(N(CC)CC)cc21	-3.7	-13.0	-1.9%	2.9%	-8.0%	0.5	1.3	1.7	0.4%
9	CCc1nc(Nc2ccncc2)c2oc3ccccc3c2n1	1.2	-11.9	-5.4%	6.1%	-6.4%	0.0	2.5	11.2	0.0%
10	Cc1ccc2c(c1)N(CC(=O)OCC(=O)NCc1ccccc1)C(=O)CO2	3.4	-2.6	-5.2%	1.0%	8.8%	-4.3	0.4	5.0	-0.3%
11	CC(C)(C)N(Cc1ccccc1)C(=O)c1cccs1	-2.0	-14.4	-3.2%	0.3%	1.7%	0.4	6.4	3.8	4.2%
12	COc1ccc(OCC(=O)NCCCn2ccnc2)cc1	8.7	-11.7	-6.1%	-0.6%	3.2%	3.5	2.7	7.0	0.5%
13	COc1ccc(-c2n[nH]c(=S)n2Cc2ccccc2)cc1	6.6	-0.8	-2.8%	-0.7%	-1.5%	-1.3	0.1	2.8	0.0%
14	Cc1cc(C)cc(NC(=O)CSc2nc(CSc3ccc(Cl)cc3)cc(=O)[nH]2)c1	-4.3	-15.3	-4.6%	-1.7%	-8.3%	-2.5	4.0	-1.7	-4.0%
15	COCCCn1c(SCC(=O)NC2CCCCC2)nnc1-c1ccco1	6.1	-1.2	-0.7%	-0.1%	-10.6%	0.5	1.4	4.3	8.9%
16	S=C(NCCc1ccccc1)NCCN1CCOCC1	5.5	-2.5	2.1%	-4.7%	-7.2%	-2.3	1.2	14.1	-1.1%
17	O=P(c1ccccc1)(c1ccccc1)C1CCCO1 (stereo not drawn)	-3.4	-1.7	-3.4%	-4.9%	-2.6%	-4.3	2.8	13.7	-1.7%
18	Cc1ccc(S(=O)(=O)c2cnc(SCC(=O)Nc3ccc4c(c3)OCCO4)[nH]c2=O)cc1	0.8	x	-1.1%	-0.4%	5.6%	0.4	1.4	2.4	0.3%
19	CCCCC(=O)Nc1ccc(C(=O)OC2CCCCC2)cc1	-1.2	-17.4	-1.5%	-5.0%	-14.0%	-7.6	4.2	-2.6	0.2%
20	CCCCCn1c(CCNC(=O)c2cccs2)nc2ccccc21	-13.1	22.9	-4.1%	-1.1%	-3.2%	14.7	2.0	4.8	0.7%

3 entries already listed, arranged by their value in Vif-APOBEC3F blk, smallest number first.
entry	SMILES	Vif-APOBEC3F blk
4	Cc1nc2cc(NC(=O)CS(=O)(=O)c3ccc(F)cc3)ccc2s1	-23.2%
15	COCCCn1c(SCC(=O)NC2CCCCC2)nnc1-c1ccco1	-10.6%
11	CC(C)(C)N(Cc1ccccc1)C(=O)c1cccs1	1.7%

Of the compounds above, these have a furan ring, fused or not.
nr	SMILES	D2 potentiator	RXFP1 antagonist	GRP78 ERSR act	Vif-APOBEC3G blk	Vif-APOBEC3F blk	D1 potentiator	D1 agonist	D1 antag	RXFP1 ag
7	COC(=O)CCCC1=CC2=CC(=O)C(C)(OC(=O)c3cccs3)C(=O)C2=CN1Cc1ccco1 (stereo not drawn)	-8.7	x	2.5%	-6.5%	-0.8%	3.8	0.7	18.7	-1.8%
9	CCc1nc(Nc2ccncc2)c2oc3ccccc3c2n1	1.2	-11.9	-5.4%	6.1%	-6.4%	0.0	2.5	11.2	0.0%
15	COCCCn1c(SCC(=O)NC2CCCCC2)nnc1-c1ccco1	6.1	-1.2	-0.7%	-0.1%	-10.6%	0.5	1.4	4.3	8.9%

Next part.
nr	SMILES	D2 potentiator	RXFP1 antagonist	GRP78 ERSR act	Vif-APOBEC3G blk	Vif-APOBEC3F blk	D1 potentiator	D1 agonist	D1 antag	RXFP1 ag
21	Cc1nn(CC(=O)NCc2ccc(N(C)C)cc2)c(=O)c2c(C)n(-c3ccc(Cl)cc3)nc12	13.7	-8.5	-2.6%	6.0%	3.1%	-0.5	0.9	1.2	u
22	COc1ccc2c(CNCc3ccccc3OC)c(C(=O)O)n(Cc3ccc(F)cc3Cl)c2c1	-7.1	0.0	-2.9%	0.8%	-0.8%	-0.1	2.5	10.6	7.0%
23	O=C(CSCCOc1ccccc1)NCc1ccncc1	-0.7	-1.9	-0.8%	4.7%	-0.8%	-2.7	1.0	3.8	3.8%
24	CCOc1cccc(Oc2ccc(C(F)(F)F)cn2)c1	12.0	10.5	-0.4%	2.7%	-3.2%	-11.2	1.9	-8.2	-1.3%
25	CCCN(CCC)C(=O)Nc1ccc(F)cc1F	8.0	-7.4	-2.7%	-5.6%	-9.3%	3.8	1.7	-5.0	-3.4%
26	CN1C(=O)C(CC(=O)O)S/C1=N\N=C\c1ccc(O)cc1O (stereo not drawn)	x	3.0	-0.5%	-0.3%	0.7%	-0.4	2.7	-12.2	2.2%
27	Cc1c(C(=O)NCCO)sc2nc3n(c(=O)c12)CCC3	x	u	0.2%	-0.8%	-15.2%	2.8	1.5	-1.4	4.7%
28	Cc1ccc(-c2nc3c(=O)n(-c4ccccc4)c4c(c(=O)n(C)c(=O)n4C)c3o2)cc1	4.7	-5.9	-1.7%	-1.8%	-10.9%	-5.5	1.1	-7.3	2.3%
29	COc1ccccc1NC(=O)Cn1c(C)cc(=O)c2cccc(OC)c21	4.0	-10.7	-7.3%	-4.8%	9.5%	-1.1	3.0	-11.9	1.1%
30	Cc1ccc(C)c2c(N)c3c(nc12)CCCCC3 (tested in a mixture with another compound)	x	6.8	-4.8%	-0.7%	-8.0%	-2.2	0.3	14.0	10.2%
31	Cc1cc2c(ncn2Cc2ccccc2)c(NS(C)(=O)=O)c1C	20.0	9.9	-1.3%	-1.1%	-1.2%	-3.6	4.1	7.7	0.3%
32	O=C(Nc1ccccc1)C(c1ccccc1)C1CCCC1 (stereo not drawn)	-11.6	-69.8*	-1.6%	-5.2%	-10.7%	-8.3	2.9	-8.8	-2.0%
33	S=C(N/N=C/c1ccco1)NC1CC2CCC1C2 (stereo not drawn)	0.5	-16.9	7.3%	-2.6%	-53.8%	-4.9	0.7	4.1	2.3%
34	CC1=C(C(=O)Nc2ccc(C(=O)NCCC(C)C)cc2)SCCO1	1.3	-8.4	-0.6%	-7.3%	-18.3%	4.8	1.1	-4.4	-1.3%
35	Cc1ccc(-n2ncc3c2ncn2c(C)nnc32)cc1C	-0.5	-7.0	1.4%	-1.0%	0.2%	-4.8	2.6	37.4	4.1%
36	CC(=O)c1cn(CC(=O)NCc2cccnc2)c2ccccc12	-3.2	11.4	-0.4%	-2.5%	-1.7%	3.5	-0.5	-6.3	-0.3%
37	O=C(/C=C/c1ccc(Cl)c([N+](=O)[O-])c1)Nc1ccc(N2CCCC2)cc1	-10.7	13.7	-2.2%	-9.0%	-16.4%	-1.4	1.0	-6.5	0.8%
38	O=C(COc1ccc(Br)cc1)N1CCNC1=O	7.7	9.5	2.6%	1.7%	6.2%	-3.6	0.7	-4.0	2.7%
39	CCN(CC)CCNC(=O)c1ccc(NC(=O)C2CC(=O)N(CCc3ccc(OC)c(OC)c3)C2)cc1 (stereo not drawn)	4.1	-6.6	-4.1%	0.1%	2.6%	-2.4	1.9	12.1	1.6%
40	O=C(N/N=C/c1ccccn1)c1cc(-c2ccc3ccccc3c2)n[nH]1	3.0	-9.7	4.2%	u	3.8%	-0.4	-0.3	6.0	-0.2%
41	O=c1/c(=C/c2ccc(CNS(=O)(=O)c3ccccc3)o2)sc2n1CCN=2	x	-3.1	-2.3%	-3.3%	-2.2%	-6.5	0.3	5.7	5.6%
42	CC(OC(=O)c1cccc(-n2cnnn2)c1)C(=O)NCc1ccccc1 (stereo not drawn)	2.6	-21.3	-0.1%	-0.7%	-9.5%	-3.8	-0.5	23.8	1.4%
43	C(#CCN1CCOCC1)CCCN1CCOCC1	x	-6.3	-1.0%	3.8%	0.6%	x	x	x	x
44	Oc1c(C(c2ccc(F)cc2)N2CCCC2)sc2nc(-c3ccco3)nn12 (stereo not drawn)	x	-0.3	0.7%	-3.1%	2.8%	-2.5	0.0	x	2.6%
45	COC(=O)Nc1nc2ccc(Sc3ccccc3)cc2[nH]1	6.7	3.3	0.7%&-0.6%&3.2%	-34.7%	-3.9%	-2.7	0.2	-13.0	-0.2%
46	O=C(Nc1ccc(F)cc1)Nc1nnc(-c2ccccc2)o1	2.1	-2.2	-0.6%	-13.2%	-2.2%	1.1	2.4	-1.2	1.9%
47	CC(=O)N1CCOc2ccc(S(=O)(=O)Nc3cccc(C)n3)cc21	-11.5	-19.0	-5.2%	4.4%	6.8%	-4.2	0.3	15.9	0.1%
48	Cc1ccccc1NCC(=O)N/N=C/c1ccc([N+](=O)[O-])cc1	-6.5	-8.8	-0.2%	-4.7%	2.4%	-0.2	3.5	-43.2*	0.6%
49	CCCN(Cc1cc2cc(C)ccc2[nH]c1=O)C(=O)c1cccc(OC)c1	-4.7	-9.1	-2.3%	-1.7%	-12.8%	-0.5	0.5	8.0	-0.5%

Screens: PubChem, National Center for Advancing Translational Sciences (NCATS)
